TLR4 MyD88 comp: TLR4-MyD88 interaction inhibition in cells | inhibition, % at 8.4 µM | 0.18% of 200,000 active | AID 861 | HeLa CL3-4 TLR4/MyD88 BLA complementation, FRET ratio; in the data active means inhibition above about 25%;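 further: 0% = vehicle and 100% = reference inhibitor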
STAT1 activator: STAT1 signaling activation; NIH 3T3 STAT1-luciferase reporter, IFN-gamma, luminescence; 100% = IFN-gamma alone, no compound; activation (% of control), % at 5.5 µM; 2.6% of 200,000 active; AID 932;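 active means activation above the screen-wide mean activation plus 3 SD, cut at about 130% in these data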;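 further: raw ratio to IFN-gamma control signal so 100% means no change and 0% no light; values of inactives mirror those of a sister screen read the other way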
FLuc act counter: firefly luciferase counter-screen for stimulation assays; 200,000 tested, under 10 active; ATPlite luciferase biochemical, luminescence, 10 min; 0 = ATP-free wells, 1 = DMSO control; activation factor at 10 µM;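 active means luciferase activation factor, scaled between plate controls, of at least 2 with compound at 10 µM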
Target sequence (P08659 whole entry, looked up): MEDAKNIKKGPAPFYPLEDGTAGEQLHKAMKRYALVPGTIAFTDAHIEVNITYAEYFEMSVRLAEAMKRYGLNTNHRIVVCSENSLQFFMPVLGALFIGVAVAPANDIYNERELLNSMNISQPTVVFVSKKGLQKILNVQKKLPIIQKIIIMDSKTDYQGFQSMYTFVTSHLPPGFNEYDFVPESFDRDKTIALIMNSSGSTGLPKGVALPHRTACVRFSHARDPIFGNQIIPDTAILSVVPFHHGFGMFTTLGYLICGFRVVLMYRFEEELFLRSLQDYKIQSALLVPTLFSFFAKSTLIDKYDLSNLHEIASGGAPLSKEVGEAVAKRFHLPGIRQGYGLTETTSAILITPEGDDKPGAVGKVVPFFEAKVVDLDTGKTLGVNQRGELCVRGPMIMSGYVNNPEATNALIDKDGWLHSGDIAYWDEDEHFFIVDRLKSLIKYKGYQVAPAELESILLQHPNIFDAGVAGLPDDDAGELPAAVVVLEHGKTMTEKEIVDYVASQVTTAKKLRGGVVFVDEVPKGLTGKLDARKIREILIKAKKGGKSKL
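System: Luciferase/luciferin detection reagent, cell-free biochemical luciferase assay | Medium: PBS buffer for ATP | Dosing: Test compounds dosed from 2 mM stocks in 100% DMSO | Timing: 10 min at ambient temperature | Signal: Luminescence measurement of luciferase light output | Evaluation: Luciferase activation, seen as luminescence increase over controls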
G6PDH counter: inhibits Leuconostoc G6PDH, flagging false hits in G6PDH-based assays | Purified L. mesenteroides G6PDH, diaphorase/resazurin coupled fluorescence, 45 min | inhibition, % at 5 µM | 0.12% of 200,000 active; in the data active means inhibition above about 50%
FLuc inh counter: Photinus pyralis luciferase inhibition counter-screen; inhibition, % at 10 µM; P08659; AID 1006; 1.5% of 200,000 active; ATPLite firefly luciferase biochemical luminescence, 10 min;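 active means inhibition above about 50% when tested at 10 µM, limit read from the data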
APP 5UTR inh: APP translation inhibition. 0.82% of 190,000 active. inhibition, % at 2 µM. SH-SY5Y APP 5'UTR-luciferase reporter, luminescence. AID 1285;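 active means inhibition above a set limit, derived from the sample mean plus 3 SD, cut at about 45% in these data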; further: values of inactives mirror those of a sister screen read the other way
NF-kB expr up: raises NF-kB expression in human neuronal cells | NF-kB reporter expression; active compounds read high | fold change at 12.5 µM | 1.6% of 190,000 active; in the data active means fold change above about 3.3
Diaph inh CS: diaphorase inhibition or chemical oxidation counter-screen | diaphorase resazurin-to-resorufin fluorescence, NADH, 16 min; bacterial (C. kluyveri) enzyme, not human | inhibition, % at 20 µM | 0.69% of 190,000 active;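 active means primary screen inhibition at 20 µM above a set limit, cut at about 50% in these data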;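 further: plate controls were DMSO with full reaction for no effect and wells lacking NADH for full effect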
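Test system: Clostridium kluyveri diaphorase enzyme / Quantity: diaphorase at 0.14 U/mL in enzyme working solution / Incubation: 16-min room-temperature incubation before reading / Benchmarks: NADH-free wells as positive control, DMSO-only neutral wells / Signal: resorufin fluorescence 544/590 nm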
Diaph act CS: activates diaphorase or chemically reduces, flagging diaphorase assay artifacts; 0.005% of 190,000 active; Diaphorase/resazurin coupled assay, resorufin fluorescence, 16 min; active compounds read high; 1 = vehicle wells, 0 = NADH-free wells; AID 1229; activation factor at 20 µM;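 active means diaphorase activity raised at least twofold by the compound at 20 µM; inactive means activation factor below 2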
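Assay system: bacterial diaphorase enzyme (C. kluyveri) / Input: enzyme 0.07 U/mL final / Medium: 50 mM HEPES pH 7.4 with 4.542 mM MgCl2, 0.005% Tween 20 / Doses: single compound dose of 20 µM, 1% DMSO final / Incubation: 16 min enzyme reaction, ambient temperature / Signal: fluorescence, excitation 544 nm and emission 590 nm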
APP 5'UTR act: activates APP 5'UTR luciferase reporter; 1% of 190,000 active; activation, % at 2 µM; SH-SY5Y APP 5'UTR luciferase reporter, luminescence; zero percent = DMSO vehicle wells;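 active means activation above a set limit, based on mean plus 3 SD of controls, cut at about 140% in these data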; further: values of inactives mirror those of a sister screen read the other way
* = called active by the depositor; / = no result given. Rows were taken by chance. Share with any hit: about 5.6%.

SMILES | TLR4 MyD88 comp | STAT1 activator | FLuc act counter | G6PDH counter | FLuc inh counter | APP 5UTR inh | NF-kB expr up | Diaph inh CS | Diaph act CS | APP 5'UTR act
COC(=O)c1ccccc1OCCCOc1ccc(C=O)cc1OC | -1 | 134* | 1 | 7 | -4 | -91 | 1.2 | 9 | 0.9 | 91
COc1ccc(O)c(/C=N/Nc2nc3ccccc3[nH]2)c1 | -12 | 122 | 0.5 | 6 | 48 | -35 | 1.9 | -1 | 1 | 35
Cc1nn2c(-c3ccco3)nnc2c2ccccc12 | 4 | 107 | 1 | -26 | -4 | -9 | 1.2 | 12 | 0.9 | 9
Cc1nc(SCC(=O)Nc2ccccc2)c2oc3ccccc3c2n1 | 3 | 98 | 1 | 12 | 1 | -2 | 1.4 | 0 | 1 | 2
O=C1c2ccccc2C(=O)N1CCCOc1ccccc1 | 8 | 124 | 1 | -2 | 3 | -10 | 2.1 | 18 | 0.8 | 10
COc1ccc2nc(N=Nc3ccc(O)c4ccccc34)sc2c1 | -5 | 86 | 0.8 | 13 | 18 | 74* | 0.93 | -14 | 1.1 | -74
O=C(Nc1ccccc1C(=O)N/N=C/c1ccco1)c1ccc(Cl)cc1 | -9 | 96 | 0.1 | -18 | 85* | 14 | 0.92 | 5 | 1 | -14
CC(NC(=O)C1CCC1)c1ccccc1 (stereo unspecified) | -2 | 101 | 1.1 | -2 | -9 | -4 | 1.2 | 2 | 1 | 4
CCOC(=O)c1ccc(NC(=O)C(=O)NCc2ccncc2)cc1 | -1 | 108 | 1 | 15 | 4 | 7 | 0.41 | -8 | 1.1 | -7
O=C1C(=O)N(C2CCCC2)C(=O)N1Cc1c(F)cccc1Cl | -2 | 87 | 1 | 5 | -5 | -10 | 1.1 | 8 | 0.9 | 10
COc1ccc(N2C(=O)CC(N3CCN(c4ccccc4F)CC3)C2=O)cc1 (stereo unspecified) | -13 | 95 | 1 | -11 | -1 | -17 | 1.2 | 16 | 0.8 | 17
CCOC(=O)C1CCN(C(=O)COC(=O)c2cccc(F)c2)CC1 | 10 | 101 | 1.1 | -4 | -6 | 0 | 1.6 | 6 | 0.9 | 0
CCn1c(C)c(C(C)=O)c(N2CCCCC2)nc1=S | -7 | 96 | 1.1 | -8 | -8 | 7 | 1.1 | 35 | 0.7 | -7
Cc1ncc(CSc2nc3ccccc3[nH]2)c(N)n1 | 4 | 85 | 1 | 25 | -1 | -16 | 1.2 | -13 | 1.1 | 16
O=C(COC(=O)c1cc([N+](=O)[O-])ccc1NCCO)Nc1ccc2c(c1)OCO2 | -10 | 105 | 1 | 14 | 1 | -14 | / | 5 | 0.9 | 14

Structures above marked active in APP 5UTR inh.
smiles	TLR4 MyD88 comp	STAT1 activator	APP 5UTR inh	NF-kB expr up	Diaph act CS	APP 5'UTR act
COc1ccc2nc(N=Nc3ccc(O)c4ccccc34)sc2c1	-5	86	74*	0.93	1.1	-74

Additional compounds follow.
SMILES | TLR4 MyD88 comp | STAT1 activator | FLuc act counter | G6PDH counter | FLuc inh counter | APP 5UTR inh | NF-kB expr up | Diaph inh CS | Diaph act CS | APP 5'UTR act
Cc1ccc(NC(=O)CC2SC(=O)N(c3ccccc3)C2=O)cc1 (stereo unspecified) | -17 | 93 | 1.1 | 1 | -6 | -68 | 1.1 | 33 | 0.7 | 68
OCc1nnn(-c2cccc(C(F)(F)F)c2)c1CO | -12 | 97 | 1.1 | -1 | -6 | 8 | 1.3 | 2 | 1 | -8
Cc1ccc(C(=O)CSC2=C(C#N)C(c3ccco3)C3=C(CC(C)(C)CC3=O)N2)cc1 (stereo unspecified) | 8 | 105 | 1.1 | 3 | -6 | 2 | 0.9 | 28 | 0.7 | -2
Cc1cc(C(=O)NCc2cccnc2)no1 | -2 | 103 | 1 | -1 | 0 | 12 | 1.1 | -6 | 1.1 | -12
CCC(C)N1CNc2c(c(=O)[nH]c(=S)n2-c2cccc(C)c2)C1 (stereo unspecified) | -13 | 97 | 1.1 | 1 | -7 | -4 | 0.99 | 8 | 0.9 | 4
CC(C)CN(CC(C)C)S(=O)(=O)N1CCC(C(=O)NCc2ccc3c(c2)OCO3)CC1 | 1 | 93 | 1.1 | 2 | -5 | -4 | 0.99 | 8 | 0.9 | 4
COc1ccc(-c2n[nH]c(=S)n2/N=C/C=C/c2ccccc2OC)cc1 | -19 | 100 | 1 | -34 | 3 | -10 | 1 | 35 | 0.7 | 10
COC(=O)Cn1c(=O)sc2ccccc21 | -7 | 100 | 1 | 1 | -2 | 4 | 0.99 | 5 | 0.9 | -4
COC(=O)c1sc(=S)n(-c2ccc(Cl)cc2)c1C | -11 | 98 | 1 | 16 | 4 | 9 | 1.7 | 8 | 0.9 | -9
CCCN(CCC)S(=O)(=O)c1ccc(C(=O)Nc2nnc(-c3cc(OC)cc(OC)c3)o2)cc1 | -16 | 106 | 1 | 10 | -2 | 4 | 1 | 7 | 0.9 | -4
COc1ccc([N+](=O)[O-])cc1N(CC(O)Cn1nnc2ccccc21)S(=O)(=O)c1ccc(C)cc1 (stereo unspecified) | 9 | 95 | 1 | 3 | -4 | -6 | 1.1 | 16 | 0.8 | 6
O=C(CC(NC(=O)C(F)(F)F)c1ccccc1)Nc1nnc(CCc2ccccc2)s1 (stereo unspecified) | -2 | 100 | 1 | 10 | 2 | 10 | 1.1 | 11 | 0.9 | -10
CCc1ccc(-c2cc(C(=O)N/N=C/c3ccccn3)[nH]n2)cc1 | -9 | 110 | 0.6 | -1 | 38 | 1 | 0.97 | 6 | 0.9 | -1
O=C(O)CNC(=O)c1ccc(OC(F)F)cc1 | 0 | 96 | 1.1 | 2 | -12 | 0 | 1 | 12 | 0.9 | 0
CC(=O)N1c2ccc3ccccc3c2C(C)CC12CCCCC2 (stereo unspecified) | -2 | 87 | 1.1 | -1 | -5 | -11 | 1.1 | 19 | 0.8 | 11

The last 5 records of the section before come first, to join the parts:
SMILES | TLR4 MyD88 comp | STAT1 activator | FLuc act counter | G6PDH counter | FLuc inh counter | APP 5UTR inh | NF-kB expr up | Diaph inh CS | Diaph act CS | APP 5'UTR act
COc1ccc([N+](=O)[O-])cc1N(CC(O)Cn1nnc2ccccc21)S(=O)(=O)c1ccc(C)cc1 (stereo unspecified) | 9 | 95 | 1 | 3 | -4 | -6 | 1.1 | 16 | 0.8 | 6
O=C(CC(NC(=O)C(F)(F)F)c1ccccc1)Nc1nnc(CCc2ccccc2)s1 (stereo unspecified) | -2 | 100 | 1 | 10 | 2 | 10 | 1.1 | 11 | 0.9 | -10
CCc1ccc(-c2cc(C(=O)N/N=C/c3ccccn3)[nH]n2)cc1 | -9 | 110 | 0.6 | -1 | 38 | 1 | 0.97 | 6 | 0.9 | -1
O=C(O)CNC(=O)c1ccc(OC(F)F)cc1 | 0 | 96 | 1.1 | 2 | -12 | 0 | 1 | 12 | 0.9 | 0
CC(=O)N1c2ccc3ccccc3c2C(C)CC12CCCCC2 (stereo unspecified) | -2 | 87 | 1.1 | -1 | -5 | -11 | 1.1 | 19 | 0.8 | 11
Cc1ccccc1C(=O)NN1C(=O)CSC1=S | 1 | 95 | 1.1 | -10 | -6 | -11 | 1.1 | 3 | 1 | 11
O=C(CCCN1C(=O)c2cccc3cccc(c23)C1=O)N1CCN(c2ccc(F)cc2)CC1 | 8 | 97 | 1 | 20 | -2 | -3 | 0.64 | 34 | 0.7 | 3
COc1ccc(/C=N/n2cnc3c([nH]c4ccccc43)c2=O)cc1COc1ccccn1 | 8 | 89 | 1.1 | 12 | -7 | -15 | 1 | 24 | 0.8 | 15
CCOc1ccc(CN(C)CC(=O)NCc2ccccc2Cl)cc1 | 3 | 100 | 1 | 8 | 4 | -2 | 1.1 | 3 | 1 | 2
Cn1c(=O)[nH]c(=O)c2c1nc(N1CCC(Cc3ccccc3)CC1)n2Cc1ccccc1 | 2 | 103 | 1 | -3 | -2 | -8 | 0.96 | 21 | 0.8 | 8
CC(C)Oc1cccc(C(=O)Nc2ccc(N3CCN(S(C)(=O)=O)CC3)cc2)c1 | -1 | 98 | 1 | -2 | -4 | -3 | 1.2 | 9 | 0.9 | 3
NC(=O)c1ccc(NC(=O)COC(=O)/C=C/c2cccs2)cc1 | -7 | 98 | 1.1 | 0 | -8 | 4 | 1.1 | 6 | 0.9 | -5
COc1ccc(S(=O)(=O)n2nc(OC(=O)c3ccccc3)cc2N)cc1 | 0 | 100 | 1 | 0 | -1 | -11 | 1.1 | 17 | 0.8 | 11
Cc1ccc2nc3c(c(C(=O)OCC(=O)NC4CCS(=O)(=O)C4)c2c1)CCCC3 (stereo unspecified) | -8 | 104 | 1 | -5 | -2 | -10 | 0.83 | 5 | 1 | 10
Cc1cc(NCCOCCO)n2ncc(-c3ccc(Cl)cc3)c2n1 | -8 | 177* | 0.7 | 7 | 34 | -152 | 3.6* | 18 | 0.8 | 152*
OC1(CN2CCOCC2)C2CN3CCN(C2)CC1(c1ccccc1)C3 (stereo unspecified) | 3 | 103 | 1 | 2 | 0 | 10 | 1.2 | -6 | 1.1 | -10
COc1ccc(-c2c(C)n([O-])c(C)c(C)[n+]2=O)cc1 | 7 | 98 | 1 | 6 | -2 | -10 | 1.1 | 6 | 0.9 | 10
Cc1ccccc1C(=O)NC1CCN(C(=O)N(c2ccccc2)c2ccccc2)CC1 | 2 | 94 | 1.1 | 7 | -8 | -5 | 0.92 | 2 | 1 | 5
Cc1ccc(C(=O)Nn2c(O)c(C=C3N=c4ccccc4=N3)sc2=S)cc1 | 2 | 96 | 1.1 | 7 | -8 | 1 | 1 | 5 | 0.9 | -1
CCN1CCN(c2ccc(NC(=O)c3cccc(F)c3)cc2Cl)CC1 | 1 | 136* | 1 | 5 | 1 | -91 | 2.1 | 5 | 0.9 | 91
CCOC(=O)CC(=O)CSc1ncc(C(=O)OCC)c(N)n1 | 8 | 99 | 1.1 | 1 | -8 | -8 | 1.2 | 4 | 1 | 9
O=C(NCCCCCCNC(=O)c1ccc(Br)s1)c1ccc(Br)s1 | 6 | 119 | 1 | 5 | 3 | 10 | 0.99 | 0 | 1 | -10
COc1ccccc1N1CCN(c2nc3ccccc3nc2C(C#N)C(=O)OC(C)C)CC1 (stereo unspecified) | 0 | 102 | 1 | -51 | 0 | 8 | 0.71 | 21 | 0.8 | -8
CO/N=C(/CS(=O)(=O)Cc1ccccc1Cl)c1ccc(Cl)cc1Cl | 8 | 95 | 1 | -18 | 1 | 2 | 0.88 | 25 | 0.8 | -2
O=C(C1=C(O)C(=O)N(c2ncccn2)C1c1ccc(Cl)c(Cl)c1)c1ccco1 (stereo unspecified) | -4 | 95 | 1 | 5 | -3 | -4 | 0.98 | 11 | 0.9 | 4
Cc1ccc(C(=O)OCc2nc(N)nc(Nc3ccccc3C)n2)cc1 | 0 | 97 | 1.1 | 17 | -8 | 2 | 0.92 | 17 | 0.8 | -2
COc1ccc(N2CCN(C(=O)CN3CCN(c4nc(-c5ccc(F)cc5)cs4)CC3)CC2)cc1 | 15 | 84 | 1 | 3 | -3 | 8 | 0.77 | 35 | 0.7 | -8
COCCN=C1NN=C(c2ccc(C)c([N+](=O)[O-])c2)CS1 | 7 | 122 | 0.9 | 5 | 8 | -44 | 2.5 | 6 | 0.9 | 44

Assay outcomes from PubChem.
